# HT1080 IDH1KD tx – qHTS for induction of synthetic lethality in tumor cells producing 2HG: qHTS for the HT-1080-IDH1KD cell line | Potency, µM (series often up to 46.1 µM), for inactives: at the highest dose activity, negative = toxicity, hits mostly cytotoxic | HT-1080 IDH1 knockdown viability, ATP luminescence, 48 h | AID 686971, 2013 | 360,000 tested, 2% active;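 further: potency means the concentration at half of the fitted maximal effect; 0% = DMSO wells and -100% = cell-free medium wells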
#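 Using the IDH1-knockdown HT-1080 line run in the same batch and compound series as the NT line, viability after 48 h at 37 °C was determined by CellTiter-Glo luminescence and expressed as % activity.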
# SW480 rerep – A quantitative high throughput screen for small molecules that induce DNA re-replication in SW480 colon adenocarcinoma cells. AID 624297, 2012. Potency, µM (top dose mostly 46.1 µM), for inactives: at the highest dose re-replication activation, actives largely listed as activators. SW480 DNA re-replication, Hoechst DNA content imaging, 48 h. 340,000 tested, 1.8% active; further: potency means the concentration at half of the fitted maximal effect; % of control where 0% means no effect; nearly all actives have a fitted effect of over 55% in size
#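 Per well, 250 cells were exposed to pinned compound for 48 hr. Nuclear DNA was visualised with Hoechst (40 min, 37 C) and total object intensity recorded by fluorescence scanning.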
# KB-V1 MDR tox – qHTS assay for MDR1-selective chemotherapeutics: Primary screen using the drug-selected MDR subline cells KB-V1; KB-V1 MDR cells viability, CellTiter-Glo, 72 h; Potency, µM (titrated, usually from 46.1 µM), for inactives: at the highest dose activity change, negative = cytotoxicity, hits mostly cytotoxic; 400,000 tested, 3.4% active; AID 1347076, 2019; further: potency means the concentration at half of the fitted maximal effect; on the % scale 0 is the no-effect control and ±100 the full control effect; nearly all actives have a fitted effect of over 60% in size
#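 Cytotoxicity toward P-gp-expressing KB-V1 cells was determined as loss of CellTiter-Glo luminescence after 72 h at 37 degrees C. Compounds were tested in quantitative HTS format across a concentration range, with curves fitted to normalized data.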
# HT1080NT lethal – qHTS for induction of synthetic lethality in tumor cells producing 2HG: qHTS for the HT-1080-NT fibrosarcoma cell line. 360,000 tested, 1.6% active. HT-1080-NT fibrosarcoma viability, CellTiter-Glo ATP luminescence, 48 h. Potency, µM (top dose mostly 46.1 µM), for the others: at the top dose activity, negative = less viability, most hits filed as cytotoxic;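 further: NT is the 2HG producing partner of a matched IDH1 knockdown line; potency means the concentration at half of the fitted maximal effect; 0% = DMSO-treated cells and -100% = media-only wells without cells; nearly all actives have a fitted effect of over 55% in size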
#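 Fibrosarcoma NT cells, 750 per well in 5% FBS RPMI, were exposed to compound for 48 hours. Viability: CellTiter-Glo luminescence.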
# GLP1R ag – qHTS of GLP-1 Receptor Agonists; HEK293 GLP-1R CRE-luciferase, luminescence, 4-6 h; cells express a hypersensitive GLP-1R form; Potency, µM (titrated, usually from 45.6 µM), for inactives: at the top dose activation, actives largely listed as activators; Glucagon-like peptide 1 receptor (Homo sapiens), P43220; 380,000 tested, 0.007% active; further: potency means the concentration at half of the fitted maximal effect; % of control where 0% means no effect
# Target sequence (P43220 whole entry, looked up): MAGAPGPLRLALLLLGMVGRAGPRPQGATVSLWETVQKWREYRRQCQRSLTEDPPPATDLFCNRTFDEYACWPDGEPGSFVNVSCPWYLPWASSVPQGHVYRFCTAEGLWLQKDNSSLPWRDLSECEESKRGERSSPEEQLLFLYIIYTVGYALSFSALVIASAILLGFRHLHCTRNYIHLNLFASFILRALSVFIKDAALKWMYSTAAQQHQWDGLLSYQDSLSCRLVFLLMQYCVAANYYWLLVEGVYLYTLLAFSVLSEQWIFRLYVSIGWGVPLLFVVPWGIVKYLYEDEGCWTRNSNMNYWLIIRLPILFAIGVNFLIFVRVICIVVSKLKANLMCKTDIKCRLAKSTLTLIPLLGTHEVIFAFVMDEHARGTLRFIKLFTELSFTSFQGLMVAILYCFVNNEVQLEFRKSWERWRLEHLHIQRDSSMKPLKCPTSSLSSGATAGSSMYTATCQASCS
# KB-3-1 tox – qHTS assay for MDR1-selective chemotherapeutics: Primary screen using the parental adenocarcinoma cell KB-3-1; KB-3-1 viability, CellTiter-Glo ATP luminescence, 72 h; Potency, µM (top dose mostly 46.1 µM), without a hit: at the highest dose activity change, negative = cytotoxic, most hits filed as cytotoxic; 400,000 tested, 1.4% active; AID 1347075, 2019; further: potency means the concentration at half of the fitted maximal effect; on the % scale 0 is the no-effect control and ±100 the full control effect; nearly all actives have a fitted effect of over 60% in size
#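 Cytotoxicity in the drug-sensitive parental line KB-3-1 was scored as loss of CellTiter-Glo luminescence following 72 h incubation with compound. Values come from curve fitting of normalized concentration-response data.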
# IL1B secr inh – qHTS for Inhibitors of Inflammasome Signaling: IL-1-beta AlphaLISA Primary Screen; THP-1 LPS/ATP IL-1B secretion, AlphaLISA, 16 h; stronger effect = lower value; activity change, % at 57.5 µM; 360,000 tested, 4.7% active; AID 743279, 2014; in the data active means activity change below about -50%; inconclusive means mostly about -30% to -49%; further: on the % scale 0 is the no-effect control and ±100 the full control effect
#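 Secreted IL-1B measured by AlphaLISA bead assay after 16 h compound exposure of THP-1 cells; compounds (final up to 57.5 uM) added 1 h before LPS (250 ng/mL) and ATP (1.25 mM) stimulation; lower signal means less secretion.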
# DRD3 agonist – qHTS of D3 Dopamine Receptor Agonist: qHTS. 410,000 tested, 0.58% active. D(3) dopamine receptor (Homo sapiens), P35462. max activation, %. D3R DiscoveRx beta-arrestin cells, luminescence, 90 min. AID 652048, 2013; in the data active means max activation above about 30%; further: 0% is about no effect; mostly tested at two doses, the higher about 12 µM
# Target sequence (P35462 whole entry, looked up): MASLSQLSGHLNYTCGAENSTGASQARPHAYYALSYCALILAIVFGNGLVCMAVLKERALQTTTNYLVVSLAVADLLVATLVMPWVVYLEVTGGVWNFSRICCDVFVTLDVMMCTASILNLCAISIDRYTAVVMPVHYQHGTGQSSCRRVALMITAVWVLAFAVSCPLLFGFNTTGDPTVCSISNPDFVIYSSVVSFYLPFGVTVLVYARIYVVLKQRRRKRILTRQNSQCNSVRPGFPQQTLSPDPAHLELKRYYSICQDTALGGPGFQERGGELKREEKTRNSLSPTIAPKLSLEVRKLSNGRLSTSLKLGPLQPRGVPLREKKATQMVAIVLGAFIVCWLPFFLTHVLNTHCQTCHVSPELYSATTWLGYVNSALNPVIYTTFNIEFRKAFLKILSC
#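 Agonist mode: compounds and dopamine controls were applied to plated cells for 90 min at 37 degrees C after an overnight attachment at 1500 cells/well. Luminescent read-out followed 30 - 60 minutes at room temperature with DiscoveRx detection reagent.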
# D3 antag – qHTS of D3 Dopamine Receptor Antagonist: qHTS | D(3) dopamine receptor (Homo sapiens), P35462 | max response, negative = inhibition, % | 360,000 tested, 2.5% active | D3R cells, DiscoveRx beta-arrestin luminescence, antagonist mode; stronger effect = lower value | AID 652054, 2013; in the data active means max response below about -50%; inconclusive means no clear call, values can overlap the other calls; further: on the % scale 0 is the no-effect control and ±100 the full control effect; mostly tested at two doses, the higher about 12 µM
#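 Cells plated overnight at 1500 cells/well, then exposed to library compounds with dopamine controls for 90 minutes at 37 degrees C. DiscoveRx reagent added for 30–60 minutes at room temperature; luminescence read, quantitative HTS format.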
# Numbers without * were called inactive; i = inactive; ? = inconclusive; / = no result given; & = joins results of further samples; [ ] = another dose, or the depositor's remark. Unless noted, the call rests on the fitted dose curve; in most records, active means well fitted curve in the direction sought with a large enough effect; inconclusive means small, poorly fitted or top-dose-only effect, or another doubt; inactive means no such curve, though single readings can be large; an effect the other way counts as inactive or inconclusive. Not a hit list. Share with any hit: about 12%.
Structure,HT1080 IDH1KD tx,SW480 rerep,KB-V1 MDR tox,HT1080NT lethal,GLP1R ag,KB-3-1 tox,IL1B secr inh,DRD3 agonist,D3 antag
COc1ccc(C(=O)Nc2ncc(C)s2)cc1S(=O)(=O)N1CCCC1,-13%,-1%,-17%,-12%,2%,7%,75,6,-5
COCCN1CCN(c2c(C)c(C)nc3cc(-c4cccc(OC)c4)nn23)CC1,-8%,?,-5%,-18%,18%,-9%,-3,-1,-8
O=C(CCC1CCCCC1)NCCN1C2=NC[C@H](Cc3ccccc3)N2C[C@H]1Cc1ccc(O)cc1,2%,?,-2%,-8%,5%,-1%,-24,-11,0
c1ccc(CCn2nnnc2C(c2cccnc2)N2CCOCC2)cc1 (centres undefined),13%,-1%,-11%,0%,-1%,1%,-5,-1,13
CN1CCN(C(=O)CCc2ncc(C(F)(F)F)cc2Cl)CC1,6%,2%,6%,10%,11%,15%,8,-5,0
COc1ccc(NC(=O)N2CCCCCC2)cc1OC,14%,-8%,12%,12%,17%,6%,-2,-6,1
CC(C)Oc1ccc(C(CC(=O)O)NC(=O)CSc2ncn[nH]2)cc1 (centres undefined),0%,-1%,20%,3%,-2%,14%,36,-1,-4
O=C(Nc1ccccc1C(=O)N1CCCCC1)c1cc(F)c(F)cc1Cl,-26%,3%,/,2%,5%,/,-3,-20,0
COc1ccc(OC)c(/C=C(\NC(=O)c2ccccc2)C(=O)N/N=C/c2ccc(C)s2)c1,-25%,-2%,-19%,-24%,2%,9%,?,-7,?
Cc1cccc(S(=O)(=O)NCCC(=O)OCC(=O)Nc2ccc(C#N)cc2)c1,19%,0%,-11%,15%,7%,14%,0,-4,0
NC(=O)NCC1CC1,-6%,11%,-13%,-1%,-1%,0%,25,-23,0
O=C(COc1ccc(Cl)cc1)Nc1c(-c2cccs2)nc2ccccn12,?,-6%,-27%,-18%,4%,14%,18,1,12
O=C1CCN(Cc2ccccc2)CCN1[C@H](COc1ccccc1)Cc1ccccc1,-18%,6%,?,?,6%,-3%&-5%,?,-37,?
Cc1ccc(-c2csc(NC(=O)CN3C(=O)CCC3=O)n2)cc1,14%,-1%,-26%,25%,1%,-4%,8,3,9
CCOC(=O)N1CCN(S(=O)(=O)c2ccc3c(c2)SCC(=O)N3)CC1,-7%,12%,-6%,-11%,20%,-14%,12,-8,-6
OC1(c2ccccc2)Cc2cccc[n+]2C1c1ccccc1 (centres undefined),-9%,-12%,12%,-13%,-3%,1%,7,3,12
O=C(CSc1nnc(CCc2ccccc2)n1-c1ccc(Cl)cc1)c1ccccc1,3%,-5%,?,4%,0%,-8%,-64*,-4,1
Cc1c(N(C)C(=O)c2ccc3c(c2)OCO3)c(=O)n(-c2ccccc2)n1C,5%,0%,-11%,12%,-3%,2%,15,24,6
CCN(CC)S(=O)(=O)c1ccc(C(=O)Nc2cc(C)cc(C)c2)cc1,-9%,14%,-23%,-13%,2%,13%,?,-1,2
C=CCOC(=O)C1=C[C@@H](c2ccc(Br)cc2)[C@H](CCCO)[C@@H](OCC)O1,-5%,-10%,-9%,-2%,-3%,10%,2,30,45
CN(CC(=O)Nc1cccc(F)c1)C(=O)c1ccc2c(c1)S(=O)(=O)N=C1CCCCCN12,17%,-11%,2%,2%,-9%,2%,15,4,9
Nc1nc(SCC(=O)NC2CCCCC2)n[nH]1,8%,0%,0%,22%,-2%,-15%,4,-13,7
CC(C)(C)NC(=O)C(c1ccncc1)N(C(=O)Cn1nnc(-c2ccc(F)cc2)n1)c1ccccc1F (centres undefined),10%,-1%,-16%,3%,1%,18%,-9,4,3
O=C(NCc1csc(-c2cccs2)n1)C1CCCCC1,-2%,2%,?,-2%,25%,-2%,18,-8,-3
CC(OC(=O)CCCN=C1NS(=O)(=O)c2ccccc21)C(=O)c1ccccc1 (centres undefined),-7%,42%,30%,5%,8%,2%,12,4,3
Cc1cc(C)cc(NC(=O)CN(c2cccc(C)c2C)S(=O)(=O)c2ccccc2)c1,/,/,0%,/,-5%,0%,/,4,/
Cc1ccc(F)cc1NC(=O)CCc1c(C)[nH]c(=O)c(C#N)c1C,1%,-5%,-11%,1%,10%,4%,8,13,9
COCCNC(=O)C1(C)CCCN(C(=O)c2ccc(F)cc2Cl)C1 (centres undefined),9%,/,-1%,29%,-5%,0%,11,1,17
CCn1c(CN2CCOCC2)nnc1SCC(=O)Nc1ccc(C(C)=O)cc1,-12%,-7%,-1%,-10%,2%,-10%,i,-4,?
CCOC(=O)c1ccc(P(=O)(c2ccccc2)c2ccccc2)cc1,-12%,-6%,2%,-10%,2%,0%,-8,-1,1
CC(C)(C)c1cc(P(=O)(c2ccccc2)c2ccccc2)ccc1O,-19%,?,-13%,-17%,5%,1%,-66*,-13,11
COc1ccc(/C=C(\C#N)C(=O)NC2CCS(=O)(=O)C2)cc1OC (centres undefined),-19%,?,-11%,-12%,24%,-5%,14,-15,2
CCC(c1nnnn1-c1ccc(OC)cc1)N1CCN(C/C=C/c2ccccc2)CC1 (centres undefined),-14%,/,-16%,-17%,-2%,0%,?,-4,-57*
CC1CC(C)CN(CCCNC(=O)C2CCN(S(=O)(=O)N3CCCCC3)CC2)C1 (centres undefined),15%,1%,-31%,-10%,3%,1%,-6,-23,-24
Cc1cc(C)cc(N(CCC#N)C(=O)COC(=O)CCc2c[nH]c3ccccc23)c1,-8%,-3%,21µM*,-4%,-41%[inhibitor],-2%,0,-13,8
COc1ccc(NC(=O)CN(C)C(=O)c2ccc3[nH]c4c(c3c2)CC(C)CC4)cc1 (centres undefined),-27%,-447%[inhibitor],-8%,-29%,17%,3%,?,5,-24
Cc1cn([C@H]2C[C@H](O)[C@@H](CNCc3ccccc3OCCCN3CCOCC3)O2)c(=O)[nH]c1=O,2%,/,14%,-5%,11%,-4%,?,-1,7
Oc1c(N=Nc2nn[nH]n2)ccc2ccccc12,?,/,?,?,-7%,?,103,2,-5
O=C(c1cc(-c2ccncc2)nc2ccccc12)N1CCN(c2ccc(N3CCOCC3)nn2)CC1,1%,1%,-26%,-19%,-3%,-1%,0,1,-15
COc1cc(CNc2nc3ccccc3s2)cc(OC)c1OC,-2%,-1%,-19%,-6%,23%,-4%,12,-16,-23
CCc1ccc(-c2c(C)sc(NC(=O)C3CCC3)c2C#N)cc1,0%,-6%,-12%,2%,8%,-9%,13,1,18
Cc1c(N/C(=N/S(=O)(=O)c2ccc(F)cc2)c2ccccc2)c(=O)n(-c2ccccc2)n1C,0%,-18%,?,4%,-4%,0%,10,-9,-2
Nc1nonc1-n1nnc(C(=O)N/N=C/c2cccnc2)c1CSc1ccccc1,1%,2%,?,-5%,7%,-1%,-4,8,13
CCc1ccc2oc(=O)cc(CN3CCN(Cc4ccccc4)CC3)c2c1,-2%,-63%,-14%,-12%,2%,-3%,9,-19,-29
c1ccc(NC2=NCCN2CC2CCCCC2)cc1,0%,-3%,9%,0%,-2%,26%,13,-12,6
CC(=O)NCCNC(=O)C1Cc2c(-c3ccc(Cl)cc3)ccnc2O1 (centres undefined),2%,/,6%,-11%,-7%,0%,23,8,18
O=C(CSc1nnnn1-c1ccccc1)NCCCN1CCCC1=O,-4%,-10%,1%,1%,3%,2%,30,-9,2
COc1cccc(NC(=O)COC(=O)CCCc2c[nH]c3ccccc23)c1,-19%,-4%,4%,-6%,2%,11%,20,1,13
O=C(/C(=C(\O)c1ccccc1)c1ncc[nH]1)c1ccccc1,1%,?,-2%,-2%,2%,-1%,31,2,2
O=S(=O)(Nc1nccs1)c1ccc2c(c1)OCCO2,-2%,-1%,10%,0%,0%,19%,25,3,-17

# (listing goes on)
Structure,HT1080 IDH1KD tx,SW480 rerep,KB-V1 MDR tox,HT1080NT lethal,GLP1R ag,KB-3-1 tox,IL1B secr inh,DRD3 agonist,D3 antag
O=C(/C=C/c1ccc([N+](=O)[O-])cc1)NCCSc1ccccc1,10%,-12%,-3%,2%,8%,18%,-1,0,-10
COc1cccc(N2C(=NC(=O)CCc3ccccc3)SC3CS(=O)(=O)CC32)c1 (centres undefined),2%,4%,3%,0%,4%,6%,9,-2,6
O=C(CCCCCNc1nc(=S)[nH]c2ccccc12)NCCc1c[nH]c2ccccc12,4%,0%,?,1%,-2%,0%,-78*,-4,17
Cc1cccc(NC(=O)CSc2nnc(Cc3ccccc3)o2)c1,8%,?,2%,11%,7%,7%,7,0,-11
Cc1nc2sc(-c3ccccc3)cc2c(=O)n1-n1cccc1,7%,2%[9.22 µM],-21%,1%,4%,3%,-63*,0,7
CCOc1cc(C2c3c(oc4cc(C)c(Cl)cc4c3=O)C(=O)N2Cc2ccco2)ccc1O (centres undefined),14%,5%,1.8µM*,-3%,-2%,?,10,7,-13

# Bioassay records deposited in PubChem by National Center for Advancing Translational Sciences (NCATS).
